Compound activity deposited in PubChem by Sanford-Burnham Center for Chemical Genomics.
MPTP inh: mitochondrial permeability transition pore inhibitors, primary screen, biochemical, isolated mouse mitochondria, absorbance | AID 602449, 2012 | inhibition, % at 10 µM | Ca2+ swelling absorbance, 30 min | 360,000 compounds, 1.4% hits;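 active = inhibition of 50% or more, scaled per plate between neutral and stimulator controls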;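 note: 0% = DMSO wells given calcium and 100% = 1 mM EGTA wells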
NR3A LBD binder: binders of NR3A ligand-binding domain, primary screen, biophysical, differential scanning fluorimetry, uHTS; Glutamate receptor ionotropic, NMDA 3A (GRIN3A) ligand-binding domain; NR3A LBD differential scanning fluorimetry, Tm shift; 0% = protein alone, 100% = glycine-bound protein; Tm shift relative to glycine control, % at 25 µM; 340,000 compounds, 2.5% hits; AID 1259313, 2017;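 active = melting temperature shift of at least 10% of the positive control shift, at one fixed dose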
TIM10 inh: growth inhibitors of isogenic TIM10 control yeast, primary screen, counter-screen for tim10-1 yeast inhibitor project, luminescence, uHTS. S. cerevisiae TIM10 strain growth, BacTiter-Glo luminescence, 24 h. inhibition, % at 10 µM. 330,000 compounds, 1.4% hits. AID 463195, 2010;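 active = inhibition of 40% or more at the single tested concentration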;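 note: wild-type TIM10 isogenic control strain grown at permissive 25 °C; 0% = DMSO yeast wells and 100% = minimal medium wells without yeast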
APJ antag: antagonists of human apelin receptor APJ, primary screen, CHO-K1 cells, beta-arrestin complementation, luminescence. AID 2521, 2010. P35414. inhibition, % at 20 µM. 330,000 compounds, 0.32% hits;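 active = inhibition above about 40% at 20 µM, limit read from the data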;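 note: cells challenged with 10 nM apelin-13 agonist together with compound; plate controls were apelin-13 plus DMSO wells for no effect and DMSO wells lacking apelin-13 for full effect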
Target sequence (P35414 whole entry, looked up): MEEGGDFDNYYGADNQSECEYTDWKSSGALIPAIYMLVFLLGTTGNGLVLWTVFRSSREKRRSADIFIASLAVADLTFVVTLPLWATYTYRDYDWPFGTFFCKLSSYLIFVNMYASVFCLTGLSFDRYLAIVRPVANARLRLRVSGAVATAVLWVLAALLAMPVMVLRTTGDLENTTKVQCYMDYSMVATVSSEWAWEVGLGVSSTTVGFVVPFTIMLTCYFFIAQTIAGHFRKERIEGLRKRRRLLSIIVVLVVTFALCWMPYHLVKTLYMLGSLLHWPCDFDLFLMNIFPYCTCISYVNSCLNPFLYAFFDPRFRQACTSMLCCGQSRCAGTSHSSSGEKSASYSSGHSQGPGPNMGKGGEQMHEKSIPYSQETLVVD
tim10-1 inh: growth inhibitors of tim10-1 mutant yeast, primary screen, luminescence, uHTS | 330,000 compounds, 2.2% hits | S. cerevisiae tim10-1 ts strain growth, BacTiter-Glo, 24 h | inhibition, % at 20 µM;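 active = inhibition of at least 40%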;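 note: mutant grown at 25 °C; 0% = DMSO wells with yeast and 100% = wells holding no yeast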
beta cell repl: inducers of MIN6 beta-cell proliferation, primary screen, ATP luminescence, uHTS; MIN6 cells proliferation, ATPlite luminescence, 48 h; cells starved in 0.2% serum; 100% = growth in 10% serum; proliferation, % at 10 µM; 330,000 compounds, 0.29% hits;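 active = compounds whose signal lies at least 3.5 SD above the mean of all wells on their plate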;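 note: 0% = DMSO-treated cells in low-serum medium and 100% = 10% serum control; some compounds called inactive have numbers as strong as hits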
NLRP3 yeast inh: NALP3 inflammasome inhibitors in reconstituted yeast, primary screen, luminescence, uHTS; Yeast reconstituted NLRP3/ASC/caspase-1, beta-gal luminescence, 24 h; inhibition, % at 10 µM; 330,000 compounds, 0.39% hits;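 active = inhibition of 50% or more; inactive = inhibition below 50%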;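 note: plate controls were induced DMSO wells for no effect and uninduced yeast grown without galactose for full effect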
APJ agonist: agonists of human apelin receptor APJ, primary screen, CHO-K1 cells, PathHunter beta-arrestin, luminescence. activation, % at 20 µM. 0% DMSO wells, 100% apelin. P35414. AID 2520, 2010. 330,000 compounds, 0.11% hits;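 active = activation more than six SD over the plate average, tested at 20 µM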;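 note: 0% = DMSO alone and 100% = apelin-13 at 10 nM; some results filed as inactive read as strong as hits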
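Test system: CHO-K1 APJ beta-arrestin complementation cell line. Amount: cell density 1000 per well. Controls: DMSO negative, 10 nM Apelin-13 positive. Signal: luminescent beta-gal fragment complementation, chemiluminescent substrate. Read-out basis: agonist-driven arrestin binding to APJ. Timing: compound stimulation 90 min at 25 °C, detection 60 min.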
tim23-1 inh: growth inhibitors of tim23-1 mutant yeast, primary screen, luminescence, uHTS; S. cerevisiae tim23-1 growth, BacTiter-Glo luminescence, 24 h; inhibition, % at 20 µM; 330,000 compounds, 1.3% hits; AID 463212, 2010;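 active = growth inhibition of the mutant yeast at or above 50%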;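 note: temperature-sensitive mutant grown at 25 °C; plate controls were DMSO-treated mutant yeast for no effect and medium wells lacking yeast for full effect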
* marks the source's active call; other numbers are inactive results; / = no result given.

SMILES	MPTP inh	NR3A LBD binder	TIM10 inh	APJ antag	tim10-1 inh	beta cell repl	NLRP3 yeast inh	APJ agonist	tim23-1 inh
CCOC(=O)c1ccc(NC(=O)CSC2=NC(=O)C(CC)C(=O)N2)cc1 (stereo not drawn)	-4.1	2	-13	-4	26	-1	4	-3	0
CCc1ccc(NC(=O)CSc2nc3ccccc3c(=O)n2CCCC(=O)N2CCCC2)cc1	8.2	-3	2	-16	15	-4	5	-3	5
NC(=O)c1ccc(N=Cc2c(O)ccc3ccccc23)cc1	3.4	3	11	-3	22	-3	-4	4	57*
COC(=O)c1ccc(OCC(O)CNC2CCCC2)cc1 (stereo not drawn)	-0.4	1	-3	2	4	0	4	3	9
Cc1cc(NC(=O)c2cc(-c3cccc(Cl)c3)on2)no1	-0.9	0	-16	-9	-22	-2	7	-6	-16
Cc1ccc(S(=O)(=O)c2nc(NN(C)C)sc2Cl)cc1	14	0	-7	-10	30	-3	-19	0	38
Cc1ccc(NS(=O)(=O)c2ccc(C(=O)NCCCN3CCOCC3)cc2)cc1	-2.6	0	-20	8	-36	-4	17	0	-67
Cc1nn(C)c(N)c1[N+](=O)[O-]	3.6	0	9	-5	11	0	9	0	0
Cc1ccc(S(=O)(=O)CCC(=O)Nc2ccc(S(=O)(=O)N(C)C)cc2)cc1	/	/	-10	10	19	-3	-11	0	5
O=C(N/N=C/CCc1ccccc1)c1ccccc1	-3.2	0	6	11	-3	4	3	2	55*
COc1ccc(CC(=O)NNC(=O)c2nn(Cc3ccccc3)c(=O)c3ccccc23)cc1OC	0.7	0	-3	-16	-6	-3	-3	0	-16
CCC(C)(C)NC(=O)C(c1ccc(C)cc1)N(Cc1cccnc1)C(=O)c1csnn1 (stereo not drawn)	-0.7	2	6	-3	13	3	-7	0	3
COC(=O)CCc1ccc(O)cc1	1.3	-1	1	-8	8	-2	-8	-3	11
Cc1ccc(NC(=O)COC(=O)c2ccc[n+]([O-])c2)c(Br)c1	0.3	0	-5	7	1	-2	-7	-2	8
COc1ccc(CNC2CCCCC2C)c(OC)c1 (stereo not drawn)	-0.4	0	4	-5	2	3	26	-4	-1

One compound at a time (already shown).
Listed for COC(=O)CCc1ccc(O)cc1 = MPTP inh: 1.3; NR3A LBD binder: -1; TIM10 inh: 1; APJ antag: -8; tim10-1 inh: 8; beta cell repl: -2; NLRP3 yeast inh: -8; APJ agonist: -3; tim23-1 inh: 11
Listed for NC(=O)c1ccc(N=Cc2c(O)ccc3ccccc23)cc1 = MPTP inh: 3.4; NR3A LBD binder: 3; TIM10 inh: 11; APJ antag: -3; tim10-1 inh: 22; beta cell repl: -3; NLRP3 yeast inh: -4; APJ agonist: 4; tim23-1 inh: 57*

Two entries picked at random from the list so far, as already listed:
SMILES	MPTP inh	NR3A LBD binder	TIM10 inh	APJ antag	tim10-1 inh	beta cell repl	NLRP3 yeast inh	APJ agonist	tim23-1 inh
CCOC(=O)c1ccc(NC(=O)CSC2=NC(=O)C(CC)C(=O)N2)cc1 (stereo not drawn)	-4.1	2	-13	-4	26	-1	4	-3	0
COc1ccc(CC(=O)NNC(=O)c2nn(Cc3ccccc3)c(=O)c3ccccc23)cc1OC	0.7	0	-3	-16	-6	-3	-3	0	-16

(further entries)
SMILES	MPTP inh	NR3A LBD binder	TIM10 inh	APJ antag	tim10-1 inh	beta cell repl	NLRP3 yeast inh	APJ agonist	tim23-1 inh
Cc1ccc(C)c(S(=O)(=O)Nc2cc3c4c(c2)CC(=O)N4CCC3)c1	-0.5	-1	21	11	20	-2	3	-7	17
CC1CCN(C(=O)CSc2nnc(Cn3c(=O)sc4ccccc43)n2C)CC1	1.3	-4	4	14	4	1	10	1	1
Cc1ccc(C)c(OCCNc2ccc([N+](=O)[O-])cn2)c1	4.3	-1	8	13	10	-1	30	-3	0
N#Cc1c(-c2cccc(F)c2)cc(-c2ccccc2)nc1Br	1.2	-12	-15	-9	14	-2	12	3	-13
CCc1ccc(/C=C/C(=O)c2ccc(S(=O)(=O)N(C)C)cc2)cc1	0.7	9	16	2	24	0	2	3	39
O=C(CN1CCN(S(=O)(=O)c2ccc(Br)cc2)CC1)N/N=C/c1cccnc1	-1.9	-1	10	2	5	0	10	1	8
CN(C(=O)c1ccc2c(c1)OCO2)C1(C(=O)NC2CCCC2)CCCCC1	-1.7	-2	31	12	18	-1	12	4	11
COc1ccccc1N(CC(=O)NC1CCCC1)C(=O)c1csnn1	-1.5	-1	-4	-6	9	-2	13	-2	1
Cc1nc2nc(C)c(CCC(=O)Nc3ccc4c(c3)OCO4)c(C)n2n1	-0.3	0	-1	-6	10	-2	-12	-3	9
COc1cccc(CNC(=O)CCn2ccc3cc(S(=O)(=O)N4CCCC4)ccc32)c1	-1.3	0	0	-10	8	-2	-2	2	5
O=c1[nH]nc(-c2ccc(F)cc2)cc1Cc1cccs1	0.9	-1	-42	-16	-44	2	12	-8	1
CCCC[C@@H]1CNCCN1CCc1cccc2ccccc12	65*	0	1	15	-4	-6	30	8	12
CC(C)Nc1nnc(SCC(=O)/C=C2\N(C)c3ccccc3C2(C)C)s1	2.6	-1	8	2	26	0	8	1	35
CCN(CC(=O)NCc1cccs1)C(=O)/C=C/c1cc(Br)ccc1OC(F)F	1.2	-4	7	7	13	0	3	-2	35
CCOC(=O)N1CCC(N2C(=O)c3ccccc3C2Nc2cc(Cl)c(OC)cc2OC)CC1 (stereo not drawn)	-0.3	1	3	14	10	1	0	-3	16
CSc1nc2nccc(-c3ccc(Cl)cc3)n2n1	-1.3	0	1	-4	10	1	-12	-1	-6
Cc1cc(NC(=O)CSCC(=O)N(C)Cc2cccc(Cl)c2)no1	-0.7	0	-15	-19	-10	2	11	1	-46
CC(OC(=O)/C=C/c1cccc(C(F)(F)F)c1)C(=O)NC1CCCCC1C (stereo not drawn)	1.1	0	-4	16	-3	1	15	-2	-3
Cc1cc(=O)[nH]c2c1cnn2Cc1ccccc1	-1.0	-1	-9	9	-14	-1	18	-2	-4
O=C(N=Nc1c(O)[nH]c2ccccc12)c1ccco1	-1.0	0	14	0	0	-3	-3	-2	-20
Cc1ccccc1NC(=O)C1CCN(S(=O)(=O)c2cccc3nonc23)CC1	-0.3	0	-16	2	-13	0	-11	1	-2
COc1ccccc1N1CCN(CCOc2c(OC)cccc2OC)CC1	-0.6	-1	-14	1	-3	-2	8	-9	12
Cc1ccc(C(=O)N/C(=C\c2cccs2)C(=O)NCC2CCCO2)cc1C (stereo not drawn)	0.6	-1	7	-13	6	0	-2	-4	2
O=C1CCC(=O)N1OCCCCOc1ccccc1	-1.7	0	1	5	-3	2	8	0	9
COc1cccc(NC(=O)CN(C)CC(=O)NCc2ccc(F)cc2)c1	0.4	-3	0	-4	4	-2	0	-4	11
COc1ccccc1NS(=O)(=O)c1ccc(NC(C)=O)cc1	-1.6	1	-10	18	-4	0	12	-1	2
C=CCn1c(SCC(=O)NCc2ccc3c(c2)OCO3)nnc1C1COc2ccccc2O1 (stereo not drawn)	0.2	1	-13	11	22	1	14	-2	17
CCOC(=O)CSc1nnc(N)s1	-0.2	7	-3	0	-12	-2	22	-3	3
Cc1cc(C)c2[nH]c(C(=O)Nc3ccc4c(c3)OCO4)cc2c1	45	-1	6	-5	-10	0	16	2	11
Cc1nnc(SCC(=O)Nc2ccc3c(c2)OCO3)o1	-0.5	-1	-5	0	10	-2	7	7	8
O=C(Nc1ccc(S(=O)(=O)NC2=NCCCCC2)cc1)c1cc(F)c(F)cc1Cl	-1.0	2	-8	2	-3	2	-11	-3	7
O=C(COc1ccc(S(=O)(=O)N2CCOCC2)cc1)Nc1ccc(Br)cc1	-1.4	-3	8	0	6	-2	8	-4	3
CC(=O)Nc1ccc(NC(=O)COC(=O)c2cnccn2)cc1	-2.0	-1	8	-5	-3	-1	6	-3	3
Cc1ccc(NS(=O)(=O)c2cccc(C(=O)NCC(c3ccco3)N3CCCCC3)c2)cc1 (stereo not drawn)	0.3	-2	14	11	1	-3	10	1	29
O=C(CCC(=O)Nc1ccccc1Cl)NNC(=O)NC1CCCCC1	0.6	8	2	15	-7	1	4	2	-5
Cc1cccc(C2c3[nH]c4ccccc4c3CCN2Cc2cccn2-c2ncccn2)c1 (stereo not drawn)	4.7	-23	15	-2	28	-6	11	-5	25
Cc1nc(NCc2ccco2)c2oc3ccccc3c2n1	-1.8	-1	-6	-34	9	-1	-12	-1	-29
COc1ccc(-c2ccc(F)cc2)cc1[C@H]1[C@H]2C=CC[C@@H](C)[C@@H]2C(=O)N1Cc1ccccc1	2.6	-2	-4	14	15	-8	4	-5	-3
CSCc1ccc(C(=O)Nc2ccc(C(N)=O)cc2)cc1	0.6	0	5	12	13	-2	12	-2	5
CCc1noc(C)c1C(=O)N1CCCC(N2CCN(c3ccc(F)cc3)CC2)C1 (stereo not drawn)	0.0	1	-6	3	-11	3	3	-2	-10
S=c1[nH]nc(-c2ccccn2)n1/N=C/c1ccc(-c2ccccc2Cl)o1	-1.9	-3	29	-1	15	-1	24	-1	34
CCCCn1c2ccccc2c2nnc(SCC(=O)NC3=NN=C(c4ccccc4)CS3)nc21	/	/	24	2	22	-4	0	-3	23
O=C(CSc1ccc2nnc(-c3ccccn3)n2n1)Nc1ccccc1	0.4	2	10	-6	8	-4	-7	7	15
COc1cc2cc(C(N)=O)c(N)nc2cc1OC	-0.9	0	-12	-4	7	-3	9	-2	12
O=S(=O)(Cc1ccc(Cl)cc1)N1CCCC1	0.7	-1	-2	-7	-4	0	-7	3	4
O=S(=O)(Nc1cccc(-n2cnnn2)c1)c1cnc(Cl)c(Cl)c1	0.1	-6	7	8	-15	-5	-1	9	-3

Structures shown so far that contain a furan ring, fused or not:
SMILES	MPTP inh	NR3A LBD binder	TIM10 inh	APJ antag	tim10-1 inh	beta cell repl	NLRP3 yeast inh	APJ agonist	tim23-1 inh
O=C(N=Nc1c(O)[nH]c2ccccc12)c1ccco1	-1.0	0	14	0	0	-3	-3	-2	-20
Cc1ccc(NS(=O)(=O)c2cccc(C(=O)NCC(c3ccco3)N3CCCCC3)c2)cc1 (stereo not drawn)	0.3	-2	14	11	1	-3	10	1	29
Cc1nc(NCc2ccco2)c2oc3ccccc3c2n1	-1.8	-1	-6	-34	9	-1	-12	-1	-29
S=c1[nH]nc(-c2ccccn2)n1/N=C/c1ccc(-c2ccccc2Cl)o1	-1.9	-3	29	-1	15	-1	24	-1	34

Rows are unselected; about 7.2% have a hit in one of these screens.
